KB-3-1 cytotox: kills parental KB-3-1 adenocarcinoma cells | KB-3-1 viability, CellTiter-Glo ATP luminescence, 72 h | Potency, µM (top dose mostly 46.1 µM), for the others: at the highest dose activity change, negative = cytotoxic, most hits filed as cytotoxic | 400,000 compounds, 1.4% hits | AID 1347075; further: potency means the concentration at half of the fitted maximal effect; on the % scale 0 is the no-effect control and ±100 the full control effect; nearly all actives have a fitted effect of over 60% in size
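Here the drug-naive KB-3-1 line serves as comparator for MDR sub-line selectivity; cells received compound titrations, 72 h at 37 °C, then CellTiter-Glo readout.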
SW480 rerep: induces DNA re-replication in SW480 colon adenocarcinoma cells | SW480 DNA re-replication, Hoechst DNA content imaging, 48 h | Potency, µM (series often up to 46.1 µM), for the others: at the highest dose re-replication activation, actives largely listed as activators | 340,000 compounds, 1.8% hits; further: potency means the concentration at half of the fitted maximal effect; % of control where 0% means no effect; nearly all actives have a fitted effect of over 55% in size
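Cells (250 per well) received 23 nL compound or DMSO by pin tool and were kept 48 hr at 37 C, 5% CO2. Nuclei were then stained with Hoechst for 40 min and scanned for DNA content.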
HepG2 viability: HepG2 cytotoxicity, counter-screen for TGF-b inhibitors; 410,000 compounds, 0.76% hits; HepG2 CAGA-GFP viability, ATP luminescence, 18 h; Potency, µM (top dose mostly 46.1 µM), for the others: at the top dose activity change, negative = cytotoxicity, actives largely listed as cytotoxic; AID 588856; further: potency means the concentration at half of the fitted maximal effect; some results filed as inactive show a strong effect at the top dose
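HepG2 CAGA-GFP cells (1000/well, DMEM with 1% FBS) received compound, then TGF-beta at 500 pg/mL final, and were incubated 18 hours at 37 degrees C. Viability was read by CellTiter-Glo luminescence. Media-only wells were set as complete cell-killing and DMSO as no toxicity.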
HT1080NT lethal: kills 2HG-producing HT-1080-NT fibrosarcoma cells; Potency, µM (highest dose often 46.1 µM), without a hit: at the highest dose activity, negative = less viability, most hits filed as cytotoxic; HT-1080-NT fibrosarcoma viability, CellTiter-Glo ATP luminescence, 48 h; 360,000 compounds, 1.6% hits;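 further: NT is the 2HG producing partner of a matched IDH1 knockdown line; potency means the concentration at half of the fitted maximal effect; 0% = DMSO-treated cells and -100% = media-only wells without cells; nearly all actives have a fitted effect of over 55% in size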
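Read-out is CellTiter-Glo luminescence after 10 minutes at room temperature, following 48 hours' compound treatment of HT-1080-NT cells (750 cells/well, RPMI, 5% FBS, 37 degrees C).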
HT1080 IDH1KD tx: kills HT-1080 cells with IDH1 knockdown | 360,000 compounds, 2% hits | Potency, µM (doses to about 46.1 µM), for inactives: at the top dose activity, negative = toxicity, most hits filed as cytotoxic | HT-1080 IDH1 knockdown viability, ATP luminescence, 48 h | AID 686971;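 further: potency means the concentration at half of the fitted maximal effect; 0% = DMSO wells and -100% = cell-free medium wells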
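Viability of IDH1-knockdown HT-1080 fibrosarcoma cells was assessed by CellTiter-Glo after 48 h at 37 °C with titrated compound; concentration-effect curves were classified by fit quality and response size.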
ATXN2 expr inh: reduces ATXN2 reporter expression in HEK-293 cells; HEK-293 ATXN2-luciferase reporter, luminescence, 24 h; Potency, µM (doses to about 57 µM), without a hit: at the top dose activity change, negative = inhibition, usual class: inhibitors; 360,000 compounds, 0.72% hits; further: potency means the concentration at half of the fitted maximal effect; on the % scale 0 is the no-effect control and ±100 the full control effect; nearly all actives have a fitted effect of over 55% in size
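qHTS (up to 57 uM final) was run with 24 h compound exposure of reporter cells at 37 °C. Each well was multiplexed: SteadyGlo luminescence measured ATXN2-luciferase expression after a fluorogenic Gly-Phe-AFC viability readout (25 uM final).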
S2 tox: viability counter-screen for ATXN expression inhibitors; S2 cells (HEK-293 line with an ATXN2-luciferase reporter) viability, CellTiter-Fluor protease fluorescence, 24 h; Potency, µM (series often up to 56.7 µM), actives largely listed as cytotoxic; 400,000 compounds, 0.49% hits; further: potency means the concentration at half of the fitted maximal effect; nearly all actives have a fitted effect of over 40% in size
MCF10A rerep: DNA re-replication induction in MCF 10a cells | MCF 10A DNA re-replication, Hoechst nuclear intensity, 48 h | Potency, µM (top dose mostly 46.1 µM), for the others: at the top dose activity, positive = re-replication, most hits filed as activators | 350,000 compounds, 2.9% hits | AID 624296; further: potency means the concentration at half of the fitted maximal effect; % of control where 0% means no effect; nearly all actives have a fitted effect of over 50% in size
IL-1B inflam inh: inflammasome signaling inhibition, IL-1 beta readout; THP-1 LPS/ATP IL-1B secretion, AlphaLISA, 16 h; stronger effect = lower value; 360,000 compounds, 4.7% hits; activity change, % at 57.5 µM; in the data active means activity change below about -50%; inconclusive means mostly about -30% to -49%; further: on the % scale 0 is the no-effect control and ±100 the full control effect
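THP-1 cells pretreated 1 hr with compounds (up to 57.5 uM final), then stimulated with LPS (250 ng/mL final) plus ATP (1.25 mM final); secreted IL-1B measured by AlphaLISA after 16 hr, decreased signal indicating inhibition.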
* hit, by the source's call; i = inactive; ? = inconclusive; / = no result given; & = joins results of further samples; [ ] = another dose, or the depositor's remark. Unless noted, the call rests on the fitted dose curve; in most records, active means well fitted curve in the direction sought with a large enough effect; inconclusive means small, poorly fitted or top-dose-only effect, or another doubt; inactive means no such curve, though single readings can be large; an effect the other way counts as inactive or inconclusive.

SMILES	KB-3-1 cytotox	SW480 rerep	HepG2 viability	HT1080NT lethal	HT1080 IDH1KD tx	ATXN2 expr inh	S2 tox	MCF10A rerep	IL-1B inflam inh
CC1(C)Cc2ccccc2-c2nc(CN3CCOCC3)[nH]c(=O)c21	-2%	0%	6%	1%	0%	1%	i	-2%	0
COc1ccc(NC(=O)CCN2C(=O)c3ccccc3S2(=O)=O)c(OC)c1	-14%	1%	0%	13%	4%	4%	i	-5%	-8
CC[C@H](C)[C@H](NS(=O)(=O)c1ccc(C)cc1)C(=O)N1CCC(C(=O)N[C@H](C(=O)O)C(C)C)CC1	2%	?	-8%	-5%	8%	0%	i	?	4
Cc1nnc(SCC(=O)Nc2c(Cl)cccc2Cl)[nH]c1=O	18%	-15%	-12%	1%	9%	14%	i	-1%	1
CC(C)(C)NC(=O)NCCc1ccccc1	19%	-3%	1%	10%	20%	-14%	i	0%	10
CC(=O)O[C@H](COc1c2ccoc2cc2oc(=O)ccc12)C(C)(C)O	0%	-5%	-2%	6%	11%	4%	i	14%	-6
Cc1ccc(/C=N/NC(=O)c2nnn(-c3nonc3N)c2CSc2ccccc2)s1	3%	13µM*	-1%	11%	27%	-14%	i	21µM*	11
CN(C)CCOC(=O)CCc1ccccc1	13%	-2%	9%	24%	22%	6%	i	0%	5
Cc1ccc(-c2nn(CC(=O)NCC3CCCO3)c(=O)c3ccccc23)cc1 (stereo unspecified)	-4%	1%	3%	6%	-3%	6%	i	?	-12
CC(=O)NC(CC(=O)OCC(=O)Nc1cc(S(=O)(=O)N2CCCCC2)ccc1C)c1ccccc1 (stereo unspecified)	-18%	-3%	-2%	1%	-9%	-11%	i	1%	17
Cc1ccccc1-c1nnc(-c2cccs2)o1	0%	0%	-15%	4%	3%	/	i	0%	28
N=C1N(c2ccccc2)C(=S)C(=Nc2ccccc2)N1c1ccccc1	25%	?	20%	2%	?	34%	i	18µM*	13
O=C(COC(=O)/C=C/c1ccc(C(F)(F)F)cc1)NCC1CCCO1 (stereo unspecified)	16%	-1%	-5%	0%	1%	7%	i	0%	-5
CCCn1c(N)c(C(=O)CSc2n[nH]c(-c3ccccc3F)n2)c(=O)n(C)c1=O	-15%	-9%	-8%	1%	-9%	/	i	3%	43
Cc1cc(C(=O)CC#N)c(C)n1CC(F)(F)F	-20%	-13%	4%	16%	14%	-10%	i	4%	0
Cn1cccc1/C=N/NC(=O)CSc1nc2ccccc2n1C	8%	-5%[9.22 µM]	7%	2%	11%	-1%	i	-5%	-15
CC(C)CC(=O)N1CCN(Cc2ccc3ccccc3c2)CC1	-14%	0%	-49%	1%	-1%	/	i	26%	-11
COc1cccc(-n2ccnc2SCC(=O)Nc2cccc(C)c2C)c1	-4%	/	-14%	/	/	-5%	i	/	/
CCc1nnc(NC(=O)CSc2nnc(-c3ccco3)n2CCOC)s1	10%	-7%	-3%	4%	10%	28%	i	1%	9
CC(C)C(NC(=O)c1ccco1)C(=O)NCC(c1ccco1)N(C)C (stereo unspecified)	2%	-2%	34%	14%	4%	0%	i	-1%	0
Cc1ccc2c(c1)cc(C(=O)NCc1ccccc1)n2C	?	2%	3%	-13%	?	164%[activator]	i	0%	10
Cc1cnc(C)c(N(C)NC(=S)Nc2ccccc2)n1	-4%	0%	10%	0%	-5%	3%	i	?	18
COC(=O)c1c(NC(=O)C(=O)NCCCN2CCOCC2)sc2c1CCCC2	-11%	?	-4%	13%	-1%	2%	i	?	5
COc1cc(-c2nnn(CC(=O)NCc3ccccc3)n2)cc(OC)c1OC	-11%&-14%	-1%	-22%&-11%	-14%	-12%	3%[11.3 µM]	i	3%	39
Clc1ccc(-c2nc3c4ccccc4ccn3c2Cc2ccccc2)cc1	-22%	/	-6%	-16%	0%	23%	i	/	44
CCOC(=O)C1(Cc2cccc(OC)c2)CCN(Cc2cccc3cnccc23)CC1	-35%	3%	-5%	-9%	-19%	-34%	i	36%	-6
CCOC(=O)C1(C(=O)OCC)NC(=O)CC1C(C)C (stereo unspecified)	0%	2%	-3%	-1%	3%	-6%	?	0%	0
Cc1cc(C)cc(N(CC(=O)NCc2ccccc2Cl)S(=O)(=O)c2c(C)[nH]c(=O)[nH]c2=O)c1	1%&-5%	-48%	3%&0%	-6%	-2%	-8%&9%	i	3%	-12
O=C(Nc1nc(C2C3CC4CC(C3)CC2C4)cs1)c1cc2cc([N+](=O)[O-])ccc2oc1=O (stereo unspecified)	-6%	-1%	1%	3%	-2%	-6%	i	-6%	12
Cc1cc(C)cc(Oc2ccc(NC(=O)C3CC=CCC3C(=O)O)cc2)c1 (stereo unspecified)	-23%	-1%	-18%	-15%	-19%	-20%	i	10%	11
CC1(C)CC(=O)c2cc(C(=O)N3CCCC(C)(C)C3)c(=O)n(-c3ccccc3)c2C1	10%	-10%	-1%	6%	0%	4%	i	1%	7
COc1ccc(C(=O)N[C@H](C(=O)Nc2nc3c(s2)CCCC3)C(C)C)cc1	-13%	6%	6%	-2%	1%	58%[activator]	i	17%	-25
CC(C)NC(=O)c1onc(CSc2ccc(Cl)cc2)c1C(=O)O	-3%	-18%	-17%	-11%	-6%	16%	i	-44%[inhibitor]	25
Cc1[nH]n(-c2ccccc2)c(=O)c1C=NC1CCCCCC1	0%	-13%	-24%	-4%	-13%	/	i	?	-17
Cc1ccccc1-c1csc(C(O)c2ccccc2)n1 (stereo unspecified)	-1%	/	11%	-13%	2%	21%	i	/	-17
O=c1nc(N/N=C/C=C/c2ccccc2)cn[nH]1	-15%	?	-7%	?	27%	?	i	24%	-2
O=C(NCCc1ccc(Cl)cc1)c1cccc(N2CCCC2=O)c1	3%	-28%	-1%	13%	-2%	40%[activator]	i	2%	-6
CN1CCN(C(=O)c2cc(=O)c3cc(Cl)ccc3o2)CC1	1%	7%	-9%	14%	13%	3%	i	1%	4
CC(=O)Nc1ccc(NC(=O)C(C)OC(=O)CCc2nc3ccccc3s2)cc1 (stereo unspecified)	-10%	7%	5%	5%	17%	-19%	i	0%	24
COc1ccc(S(=O)(=O)N2CCCCC2)cc1NC(=O)Cc1ccsc1	/	5%	-26%	1%	0%	-1%	i	?	9
Cc1ccc(NC(=O)CSc2nnc(-c3ccc(S(=O)(=O)N4CCCC4)cc3)o2)cc1C	10%	6%	-27%	-53%	-17%	-20%	i	21%	12
O=S(=O)(NCC[C@@H]1CC[C@H](NS(=O)(=O)c2cccc(F)c2)[C@@H](CO)O1)c1cccc(F)c1	-24%	/	/	-17%	-15%	/	/	/	-4
CCC(Sc1nc2ccc(C)cc2[nH]1)C(=O)O (stereo unspecified)	-3%	8%	-3%	-2%	0%	11%	?	-7%	12
Cc1cc(C)cc(C(=O)N2CCN=C2SCc2ccc([N+](=O)[O-])cc2)c1	-17%	-3%	-7%	-1%	9%	-5%	i	-5%	7
CCCN1CCN(C(=O)Cn2cnc3sc(C)c(S(=O)(=O)N4CCC(C)CC4)c3c2=O)CC1	19%	-16%	-17%	5%	3%	0%	i	-10%	-11
Cc1ccc2oc(=O)cc(/C=C/c3ccccc3)c2c1	25%	-10%	-7%	17%	-9%	-16%	i	7%	-29
COc1ccc(-c2ccc(=O)n(CC(=O)NCCc3ccccc3)n2)cc1	6%	/	-1%	/	/	-5%	i	/	/
O=C(CN1C(=O)N/C(=C\c2ccccc2OCc2ccc(C(=O)O)cc2)C1=O)Nc1ccc(F)cc1	-4%	-11%	1%	2%	8%	5%	i	-36%[inhibitor]	7
O=C(CN1CCOCC1)NNC(=O)c1ccc([N+](=O)[O-])cc1	-1%	-33%	-10%	4%	4%	/	i	0%	13
C(C#CCN1CCOCC1)#CCN1CCOCC1	-2%	0%	-6%	3%	10%	25%	i	3%	-11
O=C(CCS(=O)(=O)c1ccc(Cl)cc1)N1CCN(S(=O)(=O)c2cccs2)CC1	-13%	-1%	-12%	-3%	-4%	-3%	i	-2%	19

Structural class, the compounds so far with an aryl methoxy group (7)
SMILES	KB-3-1 cytotox	SW480 rerep	HepG2 viability	HT1080NT lethal	HT1080 IDH1KD tx	ATXN2 expr inh	S2 tox	MCF10A rerep	IL-1B inflam inh
COc1ccc(NC(=O)CCN2C(=O)c3ccccc3S2(=O)=O)c(OC)c1	-14%	1%	0%	13%	4%	4%	i	-5%	-8
COc1cccc(-n2ccnc2SCC(=O)Nc2cccc(C)c2C)c1	-4%	/	-14%	/	/	-5%	i	/	/
COc1cc(-c2nnn(CC(=O)NCc3ccccc3)n2)cc(OC)c1OC	-11%&-14%	-1%	-22%&-11%	-14%	-12%	3%[11.3 µM]	i	3%	39
CCOC(=O)C1(Cc2cccc(OC)c2)CCN(Cc2cccc3cnccc23)CC1	-35%	3%	-5%	-9%	-19%	-34%	i	36%	-6
COc1ccc(C(=O)N[C@H](C(=O)Nc2nc3c(s2)CCCC3)C(C)C)cc1	-13%	6%	6%	-2%	1%	58%[activator]	i	17%	-25
COc1ccc(S(=O)(=O)N2CCCCC2)cc1NC(=O)Cc1ccsc1	/	5%	-26%	1%	0%	-1%	i	?	9
COc1ccc(-c2ccc(=O)n(CC(=O)NCCc3ccccc3)n2)cc1	6%	/	-1%	/	/	-5%	i	/	/
